EPAC2 antagonist = blocks human EPAC2 exchange factor. EPAC2 GEF exchange of Rap1B-BODIPY-GDP, fluorescence. Potency, µM (doses to about 114 µM), without a hit: at the highest dose activity, negative = inhibition, actives largely listed as inhibitors. Q8WZA2. AID 720708. 360,000 tested, 0.18% active; note: % is set by controls: 0 for no effect and ±100 for the full control effect; nearly all actives have a fitted effect of over 45% in size; many of its hits are not listed in these tables
Target sequence (Q8WZA2 whole entry, looked up): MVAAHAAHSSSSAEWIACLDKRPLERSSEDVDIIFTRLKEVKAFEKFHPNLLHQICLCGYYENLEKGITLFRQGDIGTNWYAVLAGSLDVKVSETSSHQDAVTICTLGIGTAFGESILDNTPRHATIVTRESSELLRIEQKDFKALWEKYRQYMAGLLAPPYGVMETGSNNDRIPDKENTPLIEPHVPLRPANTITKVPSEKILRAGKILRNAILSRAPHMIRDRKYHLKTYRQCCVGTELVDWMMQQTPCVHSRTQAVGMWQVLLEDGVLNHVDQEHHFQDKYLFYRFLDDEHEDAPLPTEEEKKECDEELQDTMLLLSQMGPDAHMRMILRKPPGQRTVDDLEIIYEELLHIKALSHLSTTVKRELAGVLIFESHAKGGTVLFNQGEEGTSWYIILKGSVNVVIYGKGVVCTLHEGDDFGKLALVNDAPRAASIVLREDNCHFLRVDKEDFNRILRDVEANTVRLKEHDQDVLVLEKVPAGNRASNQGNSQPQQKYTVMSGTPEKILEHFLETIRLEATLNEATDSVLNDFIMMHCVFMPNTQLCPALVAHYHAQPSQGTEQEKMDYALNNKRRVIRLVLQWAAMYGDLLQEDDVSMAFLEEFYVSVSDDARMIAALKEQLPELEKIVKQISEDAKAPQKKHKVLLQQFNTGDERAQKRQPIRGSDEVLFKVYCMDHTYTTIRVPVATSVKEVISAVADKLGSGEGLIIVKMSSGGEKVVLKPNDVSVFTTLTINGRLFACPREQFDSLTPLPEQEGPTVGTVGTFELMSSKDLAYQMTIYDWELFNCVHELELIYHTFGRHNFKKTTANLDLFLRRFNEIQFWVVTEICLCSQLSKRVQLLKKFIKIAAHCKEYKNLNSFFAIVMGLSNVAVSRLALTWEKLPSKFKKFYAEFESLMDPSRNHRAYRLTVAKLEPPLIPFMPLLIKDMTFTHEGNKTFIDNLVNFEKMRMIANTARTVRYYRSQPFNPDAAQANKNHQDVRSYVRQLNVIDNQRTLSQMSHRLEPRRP
ATXN viability = viability counter-screen for ATXN expression inhibitors | S2 cells (HEK-293 line with an ATXN2-luciferase reporter) viability, CellTiter-Fluor protease fluorescence, 24 h | Potency, µM (highest dose often 56.7 µM), hits mostly cytotoxic | 400,000 tested, 0.49% active; note: nearly all actives have a fitted effect of over 40% in size
Nrf2 ARE act = activates Nrf2 signaling. 410,000 tested, 0.31% active. Potency, µM (titrated, usually from 46.1 µM), without a hit: top-dose activation, most hits filed as activators. AID 624171. AREc32 ARE-luciferase reporter (MCF7-derived line), luminescence, 24 h; note: % of control where 0% means no effect; nearly all actives have a fitted effect of over 65% in size
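Nrf2 activation is followed as ARE-luciferase induction in the AREc32 line after one day of compound treatment; luminescence is read with Steady-Glo.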
ATXN2 expr inh = reduces ATXN2 reporter expression in HEK-293 cells; HEK-293 ATXN2-luciferase reporter, luminescence, 24 h; Potency, µM (top dose mostly 57 µM), for the others: top-dose activity change, negative = inhibition, hits mostly inhibitors; 360,000 tested, 0.72% active; note: % is set by controls: 0 for no effect and ±100 for the full control effect; nearly all actives have a fitted effect of over 55% in size
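qHTS (up to 57 uM final) was run with 24 h compound exposure of reporter cells at 37 °C. Each well was multiplexed: SteadyGlo luminescence measured ATXN2-luciferase expression after a fluorogenic Gly-Phe-AFC viability readout (25 uM final).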
A549 viability = kills or reduces viability of A549 cells in Nrf2 counter-screen; A549 ARE-Fluc cells, CellTiter-Fluor viability, 18-24 h; Potency, µM (series often up to 46 µM), for inactives: at the top dose activity change, negative = cytotoxicity, usual class: inhibitors; 390,000 tested, 0.16% active; AID 504648; note: % is set by controls: 0 for no effect and ±100 for the full control effect
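A549 ARE-Fluc cells in 5% FBS OPTI-MEM, 5000 cells/well, rested 2 h then exposed to compounds in concentration-response for 18-24 h at 37 °C. Viability by CellTiter-Fluor fluorescence (Ex 405/Em 525) after 30 min; luciferase luminescence (BugLite, 15 min, RT) read afterwards.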
TGFb inhibitor = blocks TGF-b signaling | HepG2 CAGA-GFP TGF-b/SMAD3 reporter, GFP fluorescence, 18 h; TGF-beta stimulated, 500 pg/mL final | Potency, µM (series often up to 46.1 µM), inactives show at the highest dose activity, negative = inhibition, usual class: inhibitors | 410,000 tested, 1.2% active; note: % is set by controls: 0 for no effect and ±100 for the full control effect; nearly all actives have a fitted effect of over 65% in size
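First, reporter cells (HEPG2 CAGA-GFP) rested 2 h at 37 degrees C. Next, compounds were pinned in and TGF-beta added to 500 pg/mL final. After 18 h, GFP was imaged per cell and summed per well.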
HepG2 tox = counter-screen for TGF-b inhibitors: cytotoxicity in HepG2 cells. HepG2 CAGA-GFP viability, ATP luminescence, 18 h. 410,000 tested, 0.76% active. Potency, µM (titrated, usually from 46.1 µM), without a hit: top-dose activity change, negative = cytotoxicity, most hits filed as cytotoxic; note: some results filed as inactive show a strong effect at the top dose
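HepG2 CAGA-GFP cells (1000/well, DMEM with 1% FBS) received compound, then TGF-beta at 500 pg/mL final, and were incubated 18 hours at 37 degrees C. Viability was read by CellTiter-Glo luminescence. Media-only wells were set as complete cell-killing and DMSO as no toxicity.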
Nrf2 inh = Nrf2 pathway inhibition; A549 ARE-Fluc reporter, luciferase luminescence, 18-24 h; Potency, µM (titrated, usually from 46 µM), without a hit: at the top dose activity change, negative = inhibition, actives largely listed as inhibitors; 360,000 tested, 2.1% active; note: % is set by controls: 0 for no effect and ±100 for the full control effect; nearly all actives have a fitted effect of over 60% in size
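Cells were seeded and rested 2 h, then exposed to compounds for 18-24 h. CellTiter-Fluor was read first as a viability measure. BugLite was added 15 min before the final luminescent read of ARE-luciferase activity in A549 cells.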
MCF10A rereplic = DNA re-replication induction in MCF 10a cells; 350,000 tested, 2.9% active; Potency, µM (highest dose often 46.1 µM), for inactives: at the highest dose activity, positive = re-replication, hits mostly activators; AID 624296; MCF 10A DNA re-replication, Hoechst nuclear intensity, 48 h; note: % of control where 0% means no effect; nearly all actives have a fitted effect of over 50% in size
Active calls of the source: *; i = inactive; ? = inconclusive; / = not tested or not shown; [ ] = dose if it differs, or a comment. Calls come from the whole dose curve; as a rule, active = well fitted curve in the direction sought with a large enough effect; inconclusive = small, poorly fitted or top-dose-only effect, or another doubt; inactive = no such curve, though single readings can be large; an effect the other way counts as inactive or inconclusive. Potency is the fitted concentration of half-maximal effect. The list is partial. The share of hits here may be higher or lower than overall.

SMILES	EPAC2 antagonist	ATXN viability	Nrf2 ARE act	ATXN2 expr inh	A549 viability	TGFb inhibitor	HepG2 tox	Nrf2 inh	MCF10A rereplic
O=C(NC(=S)N1CCc2ccccc21)c1ccc(Br)o1	-5.6%	i	?	/	3.4%	-16.8%	-0.9%	?	-10.0%
CCCc1nnc(SCC(=O)N(CC)CC)n1CC1CCCO1 (configuration not stated)	3.8%	i	-0.4%	-1.4%	1.1%	-4.9%	0.7%	-15.2%	-0.9%
O=c1oc2ccc(Br)cc2cc1-c1nc(-c2ccccc2)no1	/	i	5.5%	3.8%	-19.4%	18.7%	4.0%	14.6%[9.27 µM]	/
COC(=O)c1cccc(Nc2ccc([N+](=O)[O-])cn2)c1	2.3%	i	0.3%	-0.2%	-12.5%	26.0%	0.5%	3.2%	1.8%
CN(C)/C=N/C1=C(C#N)C(c2cccs2)c2ccc3ccccc3c2O1 (configuration not stated)	-2.7%	i	8.91µM*	11.2%	?	-18.3%	-14.6%	?	?
O=C(Cn1ccc2ccccc2c1=O)NCCC(=O)Nc1cccc(Cl)c1	-7.4%	i	0.2%	-0.3%	-12.4%	5.5%	0.6%	?	0.2%
COc1ccc(/C=C/c2nc3sc4c(c3c(=O)o2)CCC4)cc1	12.2%	i	-0.6%	10.4%	-0.7%	-14.4%	0.2%	4.4%	17.5%
O=C1CCN(Cc2ccccc2)C=C1c1ccc(Cl)cc1	-7.7%	i	3.9%	-9.7%	4.8%	-21.9%	-19.7%	1.6%	?
CC(C)C(=O)N1CCC2(CC1)Oc1ccc(Cl)cc1C(=O)C21CC(c2ccccc2)=NO1 (configuration not stated)	2.2%	i	4.4%	-4.8%	-5.4%	?	-18.9%	-21.4%	0.3%
Fc1ccccc1Cn1cc(C(=S)N2CCOCC2)c2ccccc21	-10.0%	?	-0.2%	/	18.9%	-18.8%	-10.2%	1.2%	16.7%
Cc1ccc(C)c(Cn2nnc3c(=O)[nH]c(C(=O)Nc4ccc(F)cc4)nc32)c1	-21.9%	i	-0.5%	-0.7%	-4.2%	?	1.3%	?	-9.4%
Fc1ccccc1CSc1nc2ncccc2[nH]1	-3.0%	i	2.3%	24.3%	-1.7%	11.5%	-29.0%	14.4%	-3.5%
CCOC(=O)c1cnc2ccc(OC)cc2c1Nc1cccc(C(C)=O)c1	/	i	7.6%	-20.2%	?	-19.8%	-24.1%	16.4µM*	/
Nc1nonc1-c1nc2ccccc2n1CC(=O)Nc1ccc(F)cc1	/	i	3.5%	-16.4%	-2.7%	1.9%	-8.6%	11.5%	/
CCOc1ccccc1-n1nnnc1SCC(=O)NC(=O)Nc1ccc2c(c1)OCCO2	5.8%[57.1 µM]	i	0.5%	-10.3%	0.5%	-7.4%	-5.2%	?	11.2%
Cc1cc2c(=O)n(C)c(SCC(=O)Nc3ccccc3C)nc2s1	-3.1%	i	-0.1%	-12.4%	-5.7%	0.4%	-35.5%	-18.9%	19.3%
CCN(CC(=O)NCc1cccs1)C(=O)c1cccc(S(=O)(=O)NCc2ccccc2)c1	-2.6%	i	-0.7%	1.3%	0.2%	-17.1%	2.3%	-23.4%	5.9%
COc1ccc(/C=C2\SC(=O)N(CCNC(=O)CCS(=O)(=O)c3ccc(C)cc3)C2=O)cc1	-3.7%	i	8.3%	82.8%[activator]	12.2%	?	-30.6%	19.1%	?
Cc1ccc(NC(=O)CCS(=O)(=O)c2cccc3nonc23)c(Cl)c1	14.0%	i	0.3%	-1.6%	-0.6%	-5.0%	-9.0%	4.4%	2.1%
COc1cc(/C=N\Nc2cc(=O)n(C)c(=O)n2C)ccc1O	8.1%	i	?	0.2%	1.3%	0.0%	4.3%	2.8%	1.0%
COc1ccc(C)cc1-n1nnnc1SC/C(O)=C(\C#N)c1nc2ccccc2[nH]1	-3.2%	i	2.6%	-0.5%	-7.3%	8.0%	-32.3%	-26.1%	3.8%
Cc1ccccc1C(=O)N[C@H](C(=O)OCC(=O)NC1CC1)C(C)C	2.4%	i	-0.7%	-1.9%	6.3%	-1.7%	2.8%	3.3%	-7.3%
COc1ccc(NC(=O)N/C=C/c2ccc(Cl)cc2)cc1	0.9%	i	0.2%	-0.7%	6.9%	1.1%	5.5%	2.4%	-10.0%
CC(Oc1cc2oc(=O)c3c(c2cc1Cl)CCC3)C(=O)NC1CC(C)(C)NC(C)(C)C1 (configuration not stated)	-4.3%	i	0.4%	-11.0%	-6.2%	28.1%	-11.0%	-6.7%	?
CCc1nc2c(OCc3cccc(Cl)c3)cccn2c1N(C)C(=O)C(C)C	2.4%	i	3.3%	-23.7%	/	-5.7%	-49.3%	/	/

Arranged by count of non-hydrogen atoms (descending): some entries from above.
SMILES	EPAC2 antagonist	ATXN viability	Nrf2 ARE act	ATXN2 expr inh	A549 viability	TGFb inhibitor	HepG2 tox	Nrf2 inh	MCF10A rereplic
CC(Oc1cc2oc(=O)c3c(c2cc1Cl)CCC3)C(=O)NC1CC(C)(C)NC(C)(C)C1 (configuration not stated)	-4.3%	i	0.4%	-11.0%	-6.2%	28.1%	-11.0%	-6.7%	?
Nc1nonc1-c1nc2ccccc2n1CC(=O)Nc1ccc(F)cc1	/	i	3.5%	-16.4%	-2.7%	1.9%	-8.6%	11.5%	/
Fc1ccccc1Cn1cc(C(=S)N2CCOCC2)c2ccccc21	-10.0%	?	-0.2%	/	18.9%	-18.8%	-10.2%	1.2%	16.7%

Following part
SMILES	EPAC2 antagonist	ATXN viability	Nrf2 ARE act	ATXN2 expr inh	A549 viability	TGFb inhibitor	HepG2 tox	Nrf2 inh	MCF10A rereplic
CC1(NC(=S)NCCO)CCS(=O)(=O)C1 (configuration not stated)	10.7%	i	-0.7%	24.7%	0.0%	3.7%	8.4%	2.7%	-1.2%
COc1ccc(-c2noc3c2-c2nc(-c4ccccc4)sc2CC3)cc1	0.2%	i	5.5%	4.7%	4.4%	4.6%	1.5%	?	?
O=C(Nc1ccccc1C(F)(F)F)Nc1c[nH]c(=O)[nH]c1=O	/	i	-0.3%	-1.5%	-4.0%	6.4%	-0.6%	10.1%	/
CCOC(=O)CNC(=O)CSc1nc2cccnc2n1C1CCCCC1	3.6%	i	0.3%	-0.6%	-3.4%	0.0%	10.1%	17.9%	-3.0%
NC(=O)Cn1cnc(-c2ccccc2)c1	-5.8%	i	0.1%	3.8%	0.2%	-5.1%	-13.7%	8.7%	0.4%
O=C(CCNc1cccc(F)c1)c1cccc([N+](=O)[O-])c1	10.5%	i	?	-11.6%	5.1%	12.6µM*	9.6%	0.5%	?
CCC1CCCCN1CCCNC(=O)c1ccc(N2CCOCC2)c(NS(=O)(=O)c2ccc(OC)cc2)c1 (configuration not stated)	2.2%	i	-0.2%	-12.7%	-1.0%	23.8%	-20.1%	0.4%	-0.5%
COc1cc(C(=O)N2CCC(NC(=O)C(Cc3ccccc3C)NC(C)=O)CC2)cc(OC)c1OC (configuration not stated)	10.3%	i	-0.8%	6.3%	-18.0%	-13.1%	4.3%	/	-1.3%
S=C(NCc1ccc2[nH]c3c(c2c1)CCCC3)Nc1ccccc1	-12.6%	?	2.9%	-25.5%	-11.3%	?	-78.1%	?	20.6µM*
COc1ccc(CNC(=O)CSc2nnc(C)s2)cc1	10.1%	i	0.2%	0.4%	?	-9.3%	1.1%	11.7%	-0.4%
Cc1cc(OCC(=O)Nc2sc3c(c2C#N)CCC(C)C3)ccc1Cl (configuration not stated)	/	i	0.3%	10.9%	-3.6%	?	-16.9%	2.6%	/
Clc1ccc(Cn2ncc3c(N4CCOCC4)ncnc32)cc1	7.6%	i	0.5%	0.3%	0.4%	-37.5%	-3.8%	19.0%	4.3%
Cc1ccc(CCN2CC(C(=O)O)CC2=O)cc1 (configuration not stated)	7.8%	i	0.7%	21.3%	4.6%	2.6%	-1.2%	13.7%	?
O=C(COC(=O)c1cccc(-n2cnnn2)c1)c1ccc(F)c(F)c1	-4.1%	i	-0.7%	/	/	-2.6%	-14.2%	/	/
CCN(CC)S(=O)(=O)c1ccc(C(=O)NCc2n[nH]c(=S)n2-c2ccccc2OC)cc1	6.1%	i	2.4%	10.9%	4.1%	40.0%[activator]	-35.0%	-2.5%	-24.6%
CCOc1ncccc1C(=O)OCC(=O)NCCc1ccc(S(N)(=O)=O)cc1	-8.1%	i	1.9%	13.5%	-1.0%	9.7%	-0.5%	7.5%	-2.1%
Cc1cc(C)cc(N(C(C)C(=O)NCCC2=CCCCC2)S(C)(=O)=O)c1 (configuration not stated)	6.8%	i	-0.7%	-3.4%	-11.9%	?	4.8%	-20.8%	5.9%
CC(=O)Nc1ccc(NS(=O)(=O)c2cccc3nonc23)cc1	2.4%	i	-0.4%	-0.8%	-12.1%	-10.4%	12.0%	8.2%	7.7%
C=CCNC(=O)c1cc2sccc2n1C	1.4%	i	-0.2%	3.9%	3.5%	-2.1%	-2.3%	5.2%	-1.3%
O=C(Nc1ccc(N2CCOCC2)cc1)c1ccc(Cl)c(S(=O)(=O)N2CCCCC2)c1	1.5%	?	0.4%	/	-7.3%	-2.6%	27.1%	4.11µM*	1.7%
Clc1ccc(OCc2noc(-c3ccsc3)n2)c(Cl)c1	-10.7%	i	29.4%	87.6%[activator]	2.8%	-0.6%	-3.7%	?	11.0%
Cc1ccc(S(=O)(=O)N2CCOCC2)cc1NC(=O)COc1ccc(-c2nnco2)cc1	-1.8%	i	-0.1%	-12.3%	-0.3%	-3.5%	-15.4%	-5.0%	0.0%
COc1cc2ncnc(NCc3cc(F)ccc3F)c2cc1OC	0.7%	i	0.6%	-9.8%	-8.8%	-11.1%	-9.2%	?	19.8%
COCCNC(=O)C1(C)CCN(C(=O)c2oc3ccccc3c2C)C1 (configuration not stated)	-8.7%	i	-0.1%	-1.5%	/	8.9%	-4.5%	/	/
Cc1ccc(N=Cc2ccc(N(C)C)cc2)cc1C	5.3%	i	-0.6%	-7.5%	-4.9%	5.5%	2.5%	8.0%	-4.8%
CC1CCN(CCCNC(=O)c2cn(C)c3ccc(S(=O)(=O)N4CCCC4)cc3c2=O)CC1	-2.2%	i	0.3%	3.3%	25.1%	2.2%	-19.2%	1.8%	1.3%
COc1cccc(-n2ccnc2SCC(=O)Nc2cccc3ccccc23)c1	/	/	3.0%	/	6.7%	-22.1%	-30.7%	/	/

Screening data: PubChem, National Center for Advancing Translational Sciences (NCATS)
